Source: PubChem
TcdB GH inh: inhibitors of Clostridioides difficile toxin B glycohydrolase. P18177. TcdB glycohydrolase enzymatic assay, plate reader. inhibition, % at 9.99 µM. actives 0.24% (n = 350,000); in the data active = inhibition above about 10%
PriA SSB inh: blocks PriA binding to SSB C-terminal tail; inhibition, % at 33 µM; actives 0.6% (n = 430,000); AlphaScreen SSBct-PriA binding, biotinylated peptide; in the data active = inhibition mostly above about 37%, no sharp cut-off; inactive = mostly below about 20%;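 also: plate controls were negative control peptide for no effect and reference peptide for full effect; strong numbers were not always called active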
CCHF vOTU inh: CCHFV vOTU protease inhibition; AID 651958; inhibition, % at 11.5 µM; Pep-AMC fluorescence; actives 0.55% (n = 370,000); in the data active = inhibition above about 30%; also: 0% = vehicle wells with enzyme and 100% = no enzyme wells
Rv3671c inh: Rv3671c (M. tuberculosis) protease inhibition; P9WHR9; actives 0.048% (n = 320,000); inhibition, % at 5.96 µM; in the data active = inhibition above about 38%;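 also: extracellular domain of Rv3671c used as enzyme; 0% = enzyme with DMSO and 100% = no enzyme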
Target sequence (P9WHR9 whole entry, looked up, the tested form may be a part): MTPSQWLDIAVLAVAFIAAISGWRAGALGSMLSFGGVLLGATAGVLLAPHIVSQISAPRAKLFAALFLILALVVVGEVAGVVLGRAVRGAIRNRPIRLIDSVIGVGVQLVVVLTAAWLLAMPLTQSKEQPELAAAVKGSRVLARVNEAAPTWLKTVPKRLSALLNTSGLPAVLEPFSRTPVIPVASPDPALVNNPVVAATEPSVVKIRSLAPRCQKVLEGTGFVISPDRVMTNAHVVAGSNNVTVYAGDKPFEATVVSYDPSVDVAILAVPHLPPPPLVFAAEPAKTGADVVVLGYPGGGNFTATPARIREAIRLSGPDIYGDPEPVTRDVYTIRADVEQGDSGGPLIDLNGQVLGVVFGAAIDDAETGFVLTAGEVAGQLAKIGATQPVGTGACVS
SARS 3CLpro inh: SARS-CoV 3CLpro protease inhibition; inhibition, % at 6 µM; actives 0.14% (n = 290,000); recombinant SARS-CoV 3CLpro, quenched FRET peptide cleavage; AID 1706; in the data active = inhibition above about 12%
Vc quorum ag: quorum light induction in luxS cqsA deficient V. cholerae | AID 588436 | actives 0.16% (n = 350,000) | V. cholerae BH1578 lux reporter, luminescence, 6 h | activation, % at 18.7 µM; in the data active = activation mostly above about 9.7%, no sharp cut-off; inconclusive = no clear call, values can overlap the other calls; inactive = mostly below about 3.7%; also: not every result past the cut was called active; inactives centre near 0; reference of the scale not given here
PrPC TRFRET: cell surface PrPC inhibition, primary TR-FRET screen | actives 0.43% (n = 370,000) | TR-FRET read-out | inhibition, % at 13.8 µM | AID 720596; in the data active = inhibition above about 24%; also: 0% = median of the test wells and 100% = reference compound wells
Yp Topo-I inh: blocks Yersinia pestis topoisomerase I activity; AID 504884; actives 0.064% (n = 360,000); Y. pestis Topo-I cleavage product accumulation, plate reader; activity, % at 10 µM; in the data active = activity above about 50%, passing the limit was not always enough; inconclusive = no clear call, values can overlap the other calls; also: inactives centre near 2
VHR inh abs: inhibitors of human VHR1 phosphatase (DUSP3) | AID 1654 | inhibition, % at 13.3 µM | actives 0.52% (n = 290,000) | recombinant VHR phosphatase, pNPP absorbance; in the data active = inhibition above about 50%; also: some compounds called inactive have numbers as strong as hits
Target sequence (P51452 whole entry, looked up): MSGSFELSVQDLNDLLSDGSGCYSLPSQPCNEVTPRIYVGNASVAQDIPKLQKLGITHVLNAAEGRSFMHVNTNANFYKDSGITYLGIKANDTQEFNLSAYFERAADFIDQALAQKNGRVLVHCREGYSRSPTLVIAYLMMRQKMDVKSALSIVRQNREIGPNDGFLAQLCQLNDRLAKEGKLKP
MazF activator: activators of E. coli MazEF toxin-antitoxin RNase. P0AE70. actives 0.32% (n = 350,000). activation, % at 20 µM. FAM/BHQ RNA-DNA oligo cleavage fluorescence, 5 h. AID 504720; in the data active = activation above about 50%
Target sequence (P0AE70 whole entry, looked up): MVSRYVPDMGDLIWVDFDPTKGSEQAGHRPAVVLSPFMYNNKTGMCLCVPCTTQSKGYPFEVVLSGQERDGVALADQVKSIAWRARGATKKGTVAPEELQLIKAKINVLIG
Starred values were filed as active, the others as inactive; i = inactive; u = inconclusive; x = no result given. Some of the compounds tested, so the mix of outcomes need not match the whole.

Each structure is followed by: TcdB GH inh | PriA SSB inh | CCHF vOTU inh | Rv3671c inh | SARS 3CLpro inh | Vc quorum ag | PrPC TRFRET | Yp Topo-I inh | VHR inh abs | MazF activator
O=C(Nc1ccc2nc(C3CC3)n(Cc3ccc(F)cc3)c(=O)c2c1)c1ccco1
 : x | 13 | 13 | -46 | 6 | i | 7 | 0 | 21 | 0
Cc1ccc(-c2csc(NC(=O)C3CC(=O)N(Cc4ccco4)C3)n2)cc1 (configuration not stated)
 : 0.2 | 8 | 14 | -1 | 0 | -0.3 | 3 | 3 | 22 | 6
COc1cccc(NC(=O)CSC2=NN3CCCC(=O)N=C3S2)c1
 : 0.9 | -10 | 10 | -3 | -4 | -0.9 | 13 | 3 | 46 | -4
Cc1cccc(NC(=S)N2CCCCCC2)c1C
 : 0.2 | -15 | -12 | x | -1 | -2.5 | 4 | 8 | -4 | -1
COc1ccc(-c2c(C(C)=O)c(C)n(C)c2C)cc1
 : 1.7 | 5 | -10 | -4 | 3 | -0.2 | 13 | 0 | -5 | -1
Nc1ccccc1SCC(O)Cn1ccc2ccccc21 (configuration not stated)
 : x | 20 | x | 1 | 1 | i | x | u | 11 | -5
CC1SCC(=O)N(CC(=O)NCCc2ccccc2)C1=O (configuration not stated)
 : 0.0 | -6 | -9 | 2 | -2 | -1.6 | -7 | -5 | 12 | 2
CCOc1cc(N2CCOCC2)c(OCC)cc1NC(=O)Cn1cnc2c(=O)n(C)c(=O)n(C)c21
 : -0.3 | 9 | -14 | -4 | -6 | -2.2 | -4 | 3 | 6 | -4
COc1ccc(Cc2noc(CN3CCCC(C(=O)c4cccs4)C3)n2)cc1OC (configuration not stated)
 : 1.7 | 5 | 3 | -1 | 3 | i | 1 | 1 | 26 | 10
O=C(CNC(=O)c1cccc(Cl)c1)Nc1ccc(Br)cc1C(=O)c1ccccc1
 : 0.0 | 1 | 10 | -18 | 5 | -0.3 | 4 | 36 | -4 | 0
COC(=O)c1ccc2c(c1)NC1=C(C(=O)CC(C)(C)C1)C(c1ccncc1)N2 (configuration not stated)
 : 1.4 | 10 | 3 | -6 | 0 | -0.2 | 3 | -8 | 42 | 6
COc1cccc(/C=N/NC(=O)CN2CC(c3ccccc3)CC2=O)c1OC (configuration not stated)
 : -0.2 | x | 0 | -9 | 0 | i | -8 | 22 | -9 | 0
COc1ccc(C2C(C(=O)N3CCC(C)CC3)c3ccccc3C(=O)N2C)cc1 (configuration not stated)
 : x | -13 | -17 | 1 | 4 | i | 7 | 4 | 26 | 6
CCN1C(=O)[C@H]2[C@@H](c3ccc(OC)cc3)N[C@]3(CCCN(Cc4ccc(F)cc4)C3=O)[C@H]2C1=O
 : 1.6 | x | 1 | x | x | i | -3 | 0 | x | 8
COc1ccccc1OCC#CCN1CCCC1
 : -1.0 | 14 | 4 | 4 | 3 | -0.9 | 5 | -7 | 17 | 7
CCn1c(C)nc2cc(C(=O)NNC(=O)CCC3CCCCC3)ccc21
 : x | -9 | x | -5 | -1 | -3.7 | x | 0 | -2 | -2
COc1ccccc1CNC(=O)CSc1nc2c(oc3ccccc32)c(=O)n1CC1CCCO1 (configuration not stated)
 : 1.2 | 1 | 3 | -1 | x | -0.5 | 6 | 1 | x | -2
Cc1onc(-c2ccccc2)c1C(=O)NCCc1ccncc1
 : -0.7 | -14 | -3 | -7 | 3 | -0.3 | 5 | 1 | -6 | -3
Cc1ccc(NC(=O)COC(=O)c2cccnc2)cc1
 : 0.1 | -9 | 12 | -1 | 1 | -0.3 | -1 | 9 | 4 | -3
CC(=O)OCCOCn1cnn2c(=O)c(Br)c(C)nc12
 : 0.8 | 1 | -5 | 10 | 1 | -0.8 | -2 | -8 | 13 | 8

An excerpt of these results, comma-delimited.
smiles,TcdB GH inh,PriA SSB inh,CCHF vOTU inh,Rv3671c inh,SARS 3CLpro inh,Vc quorum ag,PrPC TRFRET,Yp Topo-I inh,VHR inh abs,MazF activator
COc1cccc(/C=N/NC(=O)CN2CC(c3ccccc3)CC2=O)c1OC (configuration not stated),-0.2,x,0,-9,0,i,-8,22,-9,0
COc1ccc(C2C(C(=O)N3CCC(C)CC3)c3ccccc3C(=O)N2C)cc1 (configuration not stated),x,-13,-17,1,4,i,7,4,26,6
CCN1C(=O)[C@H]2[C@@H](c3ccc(OC)cc3)N[C@]3(CCCN(Cc4ccc(F)cc4)C3=O)[C@H]2C1=O,1.6,x,1,x,x,i,-3,0,x,8
COc1ccccc1OCC#CCN1CCCC1,-1.0,14,4,4,3,-0.9,5,-7,17,7
CCn1c(C)nc2cc(C(=O)NNC(=O)CCC3CCCCC3)ccc21,x,-9,x,-5,-1,-3.7,x,0,-2,-2

(list continues)
Each structure is followed by: TcdB GH inh | PriA SSB inh | CCHF vOTU inh | Rv3671c inh | SARS 3CLpro inh | Vc quorum ag | PrPC TRFRET | Yp Topo-I inh | VHR inh abs | MazF activator
Cn1c(CNC(=O)c2ccccc2F)cc2ccccc21
 : 2.3 | -13 | -10 | 2 | 1 | i | -4 | -7 | 0 | -8
CC(=O)Nc1ccc(SCCCC(=O)c2ccccc2)cc1
 : -0.3 | 2 | -4 | 0 | 1 | -2.8 | 8 | 20 | -3 | 9
CCOc1nc2ccccc2cc1/C=C/C(=O)O
 : -2.1 | -7 | 10 | 3 | -4 | -1.6 | 4 | -6 | -5 | -6
Cc1nccc(-c2cccc(NC(=O)c3ccccc3Cl)c2)n1
 : 0.3 | -10 | 12 | -1 | 1 | -0.7 | -11 | -5 | 4 | -4
Cc1cc(C)nc(NCC(O)COc2ccccc2C)n1 (configuration not stated)
 : x | -7 | 3 | -6 | 1 | -3.8 | 3 | -3 | 6 | -5
CC(C)c1ccc(NC(=O)CCNC(=O)N2C[C@H]3C[C@@H](C2)c2cccc(=O)n2C3)cc1
 : -0.1 | x | -8 | 1 | 5 | 0.2 | 6 | 1 | 45 | 7
COc1ccc(CNC(=O)CCS(=O)(=O)Cc2ccc(C)cc2)c(OC)c1
 : 0.2 | -5 | -5 | 6 | 0 | -1.4 | -2 | -10 | -4 | 0
Cc1ccc(S(=O)(=O)CCC(=O)N2CCN(c3ccc([N+](=O)[O-])cc3)CC2)cc1
 : 0.9 | 7 | 5 | 1 | 3 | -2.0 | -21 | 21 | 8 | -4
CC(C)c1cccc(-c2csc(C(O)c3cccc(Cl)c3)n2)c1 (configuration not stated)
 : 1.0 | x | 4 | x | x | -0.4 | 8 | 6 | x | x
COc1ccc(NC(=O)C(=O)NNC(=O)COc2ccc(Cl)cc2)c(OC)c1
 : 0.6 | 1 | 9 | 1 | 1 | -0.5 | 2 | 17 | -11 | 0
Cc1c(NC(=O)CSc2nnc(-c3ccccc3F)o2)c(=O)n(-c2ccccc2)n1C
 : 0.2 | x | -9 | x | x | -0.3 | 2 | 4 | x | -11
CCN(CC)C(=O)C1=C(C)N(CCCOC)C(=O)C(CC(=O)NC2CCCC2)C1 (configuration not stated)
 : -1.0 | x | -2 | x | x | -0.4 | 2 | 3 | x | 7
O=C(c1ccc(-c2ccccc2Cl)o1)N1CCCCCCC1
 : 0.0 | -7 | 0 | x | x | -1.5 | -5 | 27 | x | -2
CCN(CC)C(=O)C(=O)Nc1cc(C(F)(F)F)ccc1Cl
 : x | -7 | 4 | 6 | 2 | -0.2 | -1 | 5 | -7 | 8
COc1cc(OC)cc(-c2nnc(SCc3cccnc3)o2)c1
 : 0.7 | -18 | 13 | -7 | -1 | i | 3 | 2 | -3 | -5
COc1ccccc1/C=C\C=N\n1c(-c2ccc(Cl)cc2Cl)n[nH]c1=S
 : x | x | 12 | 1 | 0 | -0.2 | -7 | 2 | -7 | 5
CC1(c2ccc(OC(F)F)cc2)NC(=O)N(CC(=O)Nc2cccc(F)c2)C1=O (configuration not stated)
 : 2.8 | -7 | 8 | -1 | -5 | -5.6 | -3 | -10 | 12 | 11
CCOC(=O)c1c(O)c2ccccc2n(CC)c1=O
 : 1.2 | -12 | -9 | 3 | -2 | -0.3 | 1 | -4 | 11 | -10
Cc1cc(C)cc(SCc2noc(C(=O)NCCC(C)C)c2C(=O)NCCC(C)C)c1
 : -0.1 | -24 | -2 | -14 | x | i | 2 | 20 | x | 0
COc1ccc(C(=O)Cn2c(NCCCO)nc3ccccc32)cc1OC
 : 0.6 | -3 | -14 | 5 | 2 | i | -5 | -14 | 17 | 4
O=C(CN1CCCCCC1)Nc1c(Cl)cc(Cl)cc1Cl
 : 0.0 | -14 | 16 | -3 | -2 | i | 5 | -2 | 11 | 1
COc1cccc(Oc2ccc(C(F)(F)F)cc2N)c1
 : x | -62 | 4 | -1 | 0 | 3.6 | -7 | -3 | 1 | -3
C=C(C)c1cccc(C(C)(C)NC(=O)Nc2ccccc2OCC)c1
 : x | -18 | 22 | 6 | -3 | i | 9 | 0 | 0 | 1
Cc1cccc(NC(=O)CN2C(=O)NC3(CCCCCCC3)C2=O)c1C
 : -0.5 | -12 | -9 | 1 | x | -0.8 | 0 | 5 | x | 5
Cc1ccc(NC(=S)NC(NC(=O)c2ccccc2C)C(Cl)(Cl)Cl)c(C)c1 (configuration not stated)
 : x | 8 | 15 | -22 | 13* | -0.4 | 19 | -6 | 2 | 6
COc1ccc(CNc2nc3nc(C)c(Cl)c(C)n3n2)cc1
 : 0.5 | -6 | -2 | 6 | 2 | -0.7 | 0 | 0 | 20 | 5
CCOCCCNC(=O)/C(C#N)=C/c1ccc(-c2ccc(S(=O)(=O)N3CCOCC3)cc2)o1
 : x | -1 | x | -21 | 3 | i | x | 0 | -7 | -4
CCC(C(=O)Nc1nc(C)cs1)c1ccccc1 (configuration not stated)
 : x | -5 | 10 | 0 | 1 | -0.3 | 3 | -5 | 10 | 8
CCOc1cc2c(cc1OCC)C(C(=O)O)C(c1ccc(OC)c(O)c1)N(C)C2=O (configuration not stated)
 : x | -7 | 4 | -3 | -6 | -14 | -1 | -8 | -2 | 4

Complete entries, quoted from the list. Order of screens: TcdB GH inh	PriA SSB inh	CCHF vOTU inh	Rv3671c inh	SARS 3CLpro inh	Vc quorum ag	PrPC TRFRET	Yp Topo-I inh	VHR inh abs	MazF activator
CCC(C(=O)Nc1nc(C)cs1)c1ccccc1 (configuration not stated) as listed: x	-5	10	0	1	-0.3	3	-5	10	8
C=C(C)c1cccc(C(C)(C)NC(=O)Nc2ccccc2OCC)c1 as listed: x	-18	22	6	-3	i	9	0	0	1
Cc1ccc(NC(=S)NC(NC(=O)c2ccccc2C)C(Cl)(Cl)Cl)c(C)c1 (configuration not stated) as listed: x	8	15	-22	13*	-0.4	19	-6	2	6
CCOc1cc2c(cc1OCC)C(C(=O)O)C(c1ccc(OC)c(O)c1)N(C)C2=O (configuration not stated) as listed: x	-7	4	-3	-6	-14	-1	-8	-2	4
Cc1cccc(NC(=O)CN2C(=O)NC3(CCCCCCC3)C2=O)c1C as listed: -0.5	-12	-9	1	x	-0.8	0	5	x	5
